DDE Tn7 FP inh = disrupts Tn7 cyclic peptide binding to fibrin D-Dimer-E complex. inhibition, % at 8.3 µM. FP displacement of FITC-Tn7 peptide from fibrin DD(E); 0% = median of compound wells per plate. P02675. actives 0.13% (n = 370,000);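 active = inhibition above the mean of compounds falling within the control limits plus 3 SD of them, cut at about 14% in these data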;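 also: 0% = plate median of compound wells and 100% = 10 µM Aha-Tn7 peptide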
Target sequence (P02675 whole entry, looked up): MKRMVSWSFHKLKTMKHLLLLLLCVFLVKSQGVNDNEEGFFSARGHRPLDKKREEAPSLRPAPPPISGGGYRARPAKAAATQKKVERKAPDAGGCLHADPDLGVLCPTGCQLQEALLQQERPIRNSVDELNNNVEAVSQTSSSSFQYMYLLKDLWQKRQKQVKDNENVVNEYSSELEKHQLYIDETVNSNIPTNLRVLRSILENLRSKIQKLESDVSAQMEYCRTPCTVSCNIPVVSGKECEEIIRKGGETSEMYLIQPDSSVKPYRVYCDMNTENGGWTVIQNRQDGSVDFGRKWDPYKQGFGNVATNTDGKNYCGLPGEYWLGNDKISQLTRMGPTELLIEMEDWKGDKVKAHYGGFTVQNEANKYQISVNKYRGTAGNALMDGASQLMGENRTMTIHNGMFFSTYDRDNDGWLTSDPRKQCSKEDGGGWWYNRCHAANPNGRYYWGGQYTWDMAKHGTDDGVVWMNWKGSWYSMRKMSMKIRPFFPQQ
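System: human fibrin DD(E); quantity: Fibrin-DD(E) at 2 µM final; also added: fluorescent Tn7 probe at 0.1 µM; compound dosing: single nominal test concentration of 8.3 µM per compound; schedule: 10 min preincubation, 3 h with tracer, room temperature; detection: fluorescence polarization of the labelled Tn7 tracer; repeats: one replicate per compound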
PLC-beta3 inh = blocks human PLC-beta3 enzyme activity. Q01970. Purified PLC-beta3, fluorogenic substrate, fluorescence. inhibition, % at 12.2 µM. actives 0.18% (n = 370,000); in the data active = inhibition above about 11%;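 also: 0% = median of compound wells on plate and 100% = full blocker control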
MBD2 inh = MBD2-methylated oligo binding inhibition. AID 686964. Q9UBB5. actives 0.31% (n = 370,000). inhibition, % at 4.4 µM. TR-FRET, MBD2 binding to methylated oligonucleotide; in the data active = inhibition above about 13%
ASAP1 inh = blocks human ASAP1-stimulated Arf1 GTP hydrolysis; Q9ULH1; GDP FP detection; actives 0.19% (n = 360,000); inhibition, % at 16.5 µM; AID 624377; in the data active = inhibition above about 25%;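 also: 0% = vehicle with enzyme and substrate and 100% = no enzyme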
Target sequence (Q9ULH1 325-724 limits assumed): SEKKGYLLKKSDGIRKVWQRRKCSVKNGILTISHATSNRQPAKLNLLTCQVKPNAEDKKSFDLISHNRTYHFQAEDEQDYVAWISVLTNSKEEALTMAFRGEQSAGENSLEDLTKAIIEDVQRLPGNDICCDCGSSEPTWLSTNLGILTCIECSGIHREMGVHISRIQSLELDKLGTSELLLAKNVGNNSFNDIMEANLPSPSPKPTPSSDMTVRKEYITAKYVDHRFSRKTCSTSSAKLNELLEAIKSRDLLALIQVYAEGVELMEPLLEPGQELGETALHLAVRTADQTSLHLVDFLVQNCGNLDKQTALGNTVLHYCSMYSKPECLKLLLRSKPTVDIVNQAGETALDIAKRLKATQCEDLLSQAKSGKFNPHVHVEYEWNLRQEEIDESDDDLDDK
PLC-gamma1 inh = inhibitors of human phospholipase C gamma1; inhibition, % at 12.2 µM; purified PLC-gamma1, fluorogenic substrate, fluorescence; P19174; actives 0.84% (n = 370,000); in the data active = inhibition above about 9.5%
Tn6 DDE FP = disrupts Tn6 cyclic peptide binding to fibrin D-Dimer-E complex; actives 0.21% (n = 370,000); Fibrin DD(E) TRITC-Tn6 fluorescence polarization displacement; inhibition, % at 8.3 µM;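 active = inhibition above a per-campaign cutoff: mean of compounds within control limits plus 3 SD, cut at about 15% in these data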;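 also: 0% = median of all compound wells on the plate and 100% = blocking peptide control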
ARFGAP1 inhibitor = inhibitors of rat ARFGAP1 | inhibition, % at 16.5 µM | actives 0.26% (n = 360,000) | Q62848 | Arfgap1-stimulated ARF1 GTP hydrolysis, GDP FP detection;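 active = inhibition above a per-plate limit, mean inhibition of low control wells plus 3 SD, cut at about 25% in these data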;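 also: 0% = DMSO wells with enzyme and 100% = wells lacking Arfgap1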
Target sequence (Q62848 1-136 limits assumed): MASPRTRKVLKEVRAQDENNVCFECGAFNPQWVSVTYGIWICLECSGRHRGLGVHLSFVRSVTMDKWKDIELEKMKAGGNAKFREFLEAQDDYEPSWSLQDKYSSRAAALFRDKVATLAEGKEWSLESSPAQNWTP
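Assay system: purified rat His6-Arfgap1 residues 1-136 (GAP domain); Reagent: human Δ17 ARF1 bound to GTP; Dosing: 16.5 µM single point, 1.26% DMSO; Times: GTP hydrolysis reaction 2 h at 25 °C; Signal: FP, GDP Alexa 633 tracer displaced from anti-GDP antibody, 620/688 nm; Measure: % inhibition from polarization.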
UHRF1 binding = blocks human UHRF1 binding to methylated DNA | Q96T88 | UHRF1 binding to methylated oligo, TR-FRET | inhibition, % at 4.4 µM | actives 0.75% (n = 370,000) | AID 687016; in the data active = inhibition above about 21%;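 also: UHRF1 SRA domain binding a hemimethylated CpG hairpin DNA probe; 0% = median of test compound wells and 100% = reference inhibitor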
proKLK7 act = activates the human kallikrein-7 zymogen | P49862 | purified proKLK7, EDANS-DABCYL substrate fluorescence; 100% is mature enzyme control, 0% vehicle | activation, % at 7 µM | actives 0.9% (n = 370,000);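 active = activation above the mean of all tested compounds plus 3 SD, computed per campaign excluding outliers beyond control limits, cut at about 13% in these data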
ADAM17 inh = ADAM17 inhibition, QFRET primary screen. P78536. recombinant ADAM17, EDANS/DABCYL FRET peptide cleavage. inhibition, % at 6.95 µM. actives 0.83% (n = 370,000);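 active = inhibition above the mean of compounds lying between control limits plus 3 SD, set per campaign, cut at about 8.5% in these data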;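 also: 0% = DMSO-only wells as the low control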
* hit, by the source's call; / = not tested or not shown.

Start of the listing, in advance:
SMILES	DDE Tn7 FP inh	PLC-beta3 inh	MBD2 inh	ASAP1 inh	PLC-gamma1 inh	Tn6 DDE FP	ARFGAP1 inhibitor	UHRF1 binding	proKLK7 act	ADAM17 inh
Cc1cc2c(cc1C)NC1=C(N2)OC(c2cccc(O)c2)C1=O (stereo unspecified)	3	-8	-2	1	5	0	17	0	0.1	0
COc1cc(NC(=O)c2ccc3nsnc3c2)cc(OC)c1OC	0	-2	-4	8	2	-5	6	-2	0.1	1
CCN(CC(=O)NCc1ccc(F)cc1)C(=O)c1cc2ccccc2o1	6	-1	3	-11	-2	-3	-1	-1	-0.9	-4
O=C(Nn1cnc2ccccc2c1=O)c1ccc(Cl)c([N+](=O)[O-])c1	4	-3	9	5	1	-3	5	3	0.4	-7
Cc1nn(CC(=O)N2CCC(N3CCCCC3)CC2)c(=O)c2c1sc1ccccc12	-5	-6	-3	-3	-1	0	3	-8	0.5	-9
COc1ccc2c(C(c3ccccc3O)C3CCCN3S(=O)(=O)c3ccc(C)cc3)cn(C)c2c1 (stereo unspecified)	-1	-1	3	/	5	-5	/	4	-0.9	2
COc1ccc2nc(N3C(=O)CC(Cc4ccc(Cl)cc4)C3=O)sc2c1 (stereo unspecified)	-5	-8	5	6	-3	-5	2	-2	-0.2	-5
COc1ccc(N2CC(C(=O)N[C@@H](C)C(=O)NCCc3ccccc3)CC2=O)cc1 (stereo partly specified)	0	-4	-6	-2	3	-1	4	0	-0.1	3
O=C(Nc1nnc(-c2ccccc2F)s1)c1cccnc1	-1	-6	-2	8	0	-4	-4	-1	-0.1	-3
O=c1[nH]n(-c2ccc(Cl)cc2)c(=O)c(Cl)c1Cl	-3	3	-1	0	9.8*	2	-20	-1	0.7	7
COc1ccc(CCN2C(=NC(=O)C(C)C)SC3CS(=O)(=O)CC32)cc1 (stereo unspecified)	3	-2	-7	2	-2	-3	-5	2	-0.3	-1
CCOc1ccc(N(C(=O)c2snc(C(N)=O)c2N)C(C(=O)NCC2CCCO2)c2c[nH]c3ccccc23)cc1 (stereo unspecified)	2	-10	-3	6	-4	4	3	1	-1.2	-1

Results, from the start:
SMILES	DDE Tn7 FP inh	PLC-beta3 inh	MBD2 inh	ASAP1 inh	PLC-gamma1 inh	Tn6 DDE FP	ARFGAP1 inhibitor	UHRF1 binding	proKLK7 act	ADAM17 inh
Cc1cc2c(cc1C)NC1=C(N2)OC(c2cccc(O)c2)C1=O (stereo unspecified)	3	-8	-2	1	5	0	17	0	0.1	0
COc1cc(NC(=O)c2ccc3nsnc3c2)cc(OC)c1OC	0	-2	-4	8	2	-5	6	-2	0.1	1
CCN(CC(=O)NCc1ccc(F)cc1)C(=O)c1cc2ccccc2o1	6	-1	3	-11	-2	-3	-1	-1	-0.9	-4
O=C(Nn1cnc2ccccc2c1=O)c1ccc(Cl)c([N+](=O)[O-])c1	4	-3	9	5	1	-3	5	3	0.4	-7
Cc1nn(CC(=O)N2CCC(N3CCCCC3)CC2)c(=O)c2c1sc1ccccc12	-5	-6	-3	-3	-1	0	3	-8	0.5	-9
COc1ccc2c(C(c3ccccc3O)C3CCCN3S(=O)(=O)c3ccc(C)cc3)cn(C)c2c1 (stereo unspecified)	-1	-1	3	/	5	-5	/	4	-0.9	2
COc1ccc2nc(N3C(=O)CC(Cc4ccc(Cl)cc4)C3=O)sc2c1 (stereo unspecified)	-5	-8	5	6	-3	-5	2	-2	-0.2	-5
COc1ccc(N2CC(C(=O)N[C@@H](C)C(=O)NCCc3ccccc3)CC2=O)cc1 (stereo partly specified)	0	-4	-6	-2	3	-1	4	0	-0.1	3
O=C(Nc1nnc(-c2ccccc2F)s1)c1cccnc1	-1	-6	-2	8	0	-4	-4	-1	-0.1	-3
O=c1[nH]n(-c2ccc(Cl)cc2)c(=O)c(Cl)c1Cl	-3	3	-1	0	9.8*	2	-20	-1	0.7	7
COc1ccc(CCN2C(=NC(=O)C(C)C)SC3CS(=O)(=O)CC32)cc1 (stereo unspecified)	3	-2	-7	2	-2	-3	-5	2	-0.3	-1
CCOc1ccc(N(C(=O)c2snc(C(N)=O)c2N)C(C(=O)NCC2CCCO2)c2c[nH]c3ccccc23)cc1 (stereo unspecified)	2	-10	-3	6	-4	4	3	1	-1.2	-1
Cc1ccc(Oc2ncccc2/C=N/OCc2ccc(Cl)cc2Cl)cc1	0	3	0	-17	-1	-2	-5	3	0.4	-2
CCOC(=O)CSc1nnc(Cc2ccccc2)n1CC1CCCO1 (stereo unspecified)	0	4	0	-7	1	4	7	0	-0.2	-1
CCCCN1C(=O)C(CC(=O)NCCCN(C)C)CC(C(=O)N(CC)CC)=C1C (stereo unspecified)	4	0	4	-8	2	7	-4	11	-0.5	1
CCOC(=O)N1CCC(NC(=S)Nc2ccc3nc(N4CCN(C)CC4)cc(C)c3c2)CC1	4	-59	3	-3	-40	-4	4	-3	1.8	-45
CCC(C)N(C(=O)COC(=O)c1nc(Cl)ccc1Cl)C1CCS(=O)(=O)C1 (stereo unspecified)	-10	2	-2	-2	3	-2	11	3	-0.3	5
COc1cccc(N(CC(=O)NC2CCCCCC2)S(=O)(=O)c2ccccc2)c1	-3	-6	3	6	-1	-4	6	2	0.6	-2
CCC(CC)c1nnc(NC(=O)CCS(=O)(=O)Cc2ccccc2)s1	-3	-3	2	-7	0	3	5	1	0.1	0
O=C1CCN(Cc2ccccc2)CCN1CCO	-6	4	-3	4	2	0	3	-1	-0.9	1
COC(=O)c1ccc(C)c(NC(=O)C2COc3ccccc3O2)c1 (stereo unspecified)	-2	5	0	6	6	-2	8	3	0.3	3
Cc1cc(C)cc(NC(=O)Nc2cccnc2)c1	4	0	7	1	-1	-11	14	2	0.6	-6
O=C(CSc1ncccc1C(=O)O)NC1CCCCC1	-2	-5	2	5	-1	-4	-7	-1	-0.3	-2
CC(=O)N1C(=O)N(C(C)=O)C2C1N(C(C)=O)C(=O)N2C(C)=O (stereo unspecified)	-3	4	1	-3	-1	3	8	-1	-0.7	0
CCOC(=O)C1C(c2ccccc2)NC(=S)NC1(C)O (stereo unspecified)	4	0	4	1	0	-1	-2	1	0.1	-5
COc1ccc(C2=NN(CC(=O)Nc3ccccc3C)C(=O)CC2)cc1	-2	-15	-1	1	-3	-1	2	1	0.2	-6
COC(=O)COc1ccc(-n2cnnn2)cc1	2	-2	-5	4	-3	4	3	0	0.8	-4
O=C1COc2ccc(C(=O)COC(=O)C3CCN(S(=O)(=O)c4cccs4)CC3)cc2N1	-5	-1	0	6	5	-6	11	1	0.1	2
COC(=O)CN(c1ccc(F)cc1)S(=O)(=O)c1ccccc1	12	4	2	1	3	-3	-3	1	-0.4	-3
CC(=O)Nc1ccc(C2=NOC(C)(C)C(=O)N2Cc2cccc(C#N)c2)cc1	-4	-11	-6	16	0	-4	-21	0	0.6	-3
COC(=O)C1=C(C)NC(=O)C1(Nc1nccs1)C(F)(F)F (stereo unspecified)	-3	2	0	3	0	0	9	2	-0.1	-3
O=C(O)c1cccc(NC(=O)c2cccc(S(=O)(=O)N3CCc4ccccc43)c2)c1	-2	0	5	-2	3	3	5	0	0.2	-7
CN(CC(=O)Nc1ccc(F)cc1)C(=O)COC(=O)CNC(=O)c1ccc(Cl)cc1Cl	-7	-1	0	-4	-2	3	10	-1	0.2	-3
O=C(NNC(=O)c1ccccc1O)c1ccc(NS(=O)(=O)c2ccc(F)c(F)c2)cc1	4	-20	-2	-4	-7	-6	-20	-1	-0.4	-3
COCCN1C(=O)C2=C(C1=O)C1N(C)c3ccccc3[C@@]13C[C@@H](CO)N(C(=O)CCC(=O)OC)C3=N2 (stereo partly specified)	9	1	-2	/	-4	13	/	0	0.6	-2
CCN(CC)C(=O)N1c2ccccc2C=Cc2ccccc21	1	-1	1	0	0	2	7	1	-0.6	-5
COc1ccc(CNCc2cccc(Oc3ccccc3)c2)cc1	-4	4	-5	-2	2	0	-1	-1	0.0	0
CC(C)(C)C(=O)NCCN1CCN(C(=O)C(C)(C)C)CC1	0	5	-2	-5	3	4	1	0	-0.2	-3
COc1ccc(C(=O)NC(=S)N2CCNC(=O)C2)cc1Br	3	-6	-3	-8	-1	2	2	0	0.2	-3
O=C1/C(=C/c2ccncc2)CCc2ccccc21	-6	2	-6	-12	4	4	2	-1	-0.7	3
Cc1ccc(-c2nnc(CCC(=O)NCC3C4CC5CC(C4)CC3C5)o2)s1 (stereo unspecified)	2	-5	-5	-7	1	10	-2	5	1.8	-1
CN(C)S(=O)(=O)c1cccc(COC(=O)c2ccc3c(c2)OCO3)c1	4	-4	-2	1	1	5	0	2	0.5	0
CC(=O)N1CCN(Cc2nc3cc(NS(C)(=O)=O)ccc3n2C)CC1	-6	0	0	5	-4	-8	-1	2	0.3	3
ONC(=Nc1ccccc1Cl)c1ccccc1Cl	7	1	3	0	-1	-4	-16	3	-0.7	-9
CCCNC(=O)C1(C)CCN(C(=O)c2ccccc2OC)C1 (stereo unspecified)	9	3	-1	-4	1	-5	2	-2	0.1	-1
NC(N)=N/N=C/c1ccc(OS(=O)(=O)c2ccccc2)cc1	-3	5	-7	8	6	-2	-3	-2	-0.1	1
O=c1[nH]c(C2CCCN(S(=O)(=O)c3ccccc3)C2)nc2c1nnn2Cc1ccc(OC(F)(F)F)cc1 (stereo unspecified)	-5	-1	0	6	1	1	-4	2	0.7	-1
O=S1(=O)CC(N2CCN(Cc3ccccc3F)CC2)CN1Cc1cn(Cc2cccc(C(F)(F)F)c2)nn1 (stereo unspecified)	1	3	11	0	0	-3	-3	15	0.6	-5
CCO[C@@H]1OC(C(=O)O)=C[C@H](c2ccc(Br)cc2)[C@H]1CCCO	2	0	2	9	3	-10	-1	-1	-0.3	-4
COc1cc(NS(=O)(=O)c2ccc(NC(=O)COc3ccc(C)cc3)cc2)nc(OC)n1	-2	-2	1	-3	1	1	0	1	-0.2	-6
CC1=C(C(=O)N2CCCCCC2)CC(CC(=O)NCCCCc2ccccc2)C(=O)N1Cc1ccccc1 (stereo unspecified)	-1	0	-4	-12	-4	-1	7	-1	-0.1	-3
CC(=O)C1=C(O)C(=O)N(c2ccc(Br)cc2)C1c1cccc([N+](=O)[O-])c1 (stereo unspecified)	1	-5	0	-4	0	-7	6	-2	1.2	1

Rows are unselected. Share with any hit: about 4.1%.
